Screening results: PubChem BioAssay, several laboratories
PTEN del growth: growth suppression of PTEN-null HCT116, primary screen, cell-based, CellTiter-Glo. HCT116 PTEN-null viability, 60 h; hits give low values. viability, % at 10 µM. 140,000 compounds, 1.2% hits. AID 827, 2007;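 active = viability at or below a set limit, 4 SD under the median of all tested compounds, cut at about 3.7% in these data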;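 note: PTEN knockout HCT116 line with beta catenin targeted HCT116 as companion control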
Yeast lifespan up: compounds extending yeast replicative lifespan, primary screen, S. cerevisiae, OD615; inhibition of the nicotinamide effect, % at 10 µM; S. cerevisiae growth with nicotinamide; deaD strain in restrictive glucose medium; 130,000 compounds, 0.68% hits;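 active = inhibition above a set limit, placed 3 SD over the median of all compounds, cut at about 26% in these data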;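 note: 0% = nicotinamide-treated wells and 100% = cells grown without nicotinamide; some compounds called inactive have numbers as strong as hits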
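System: Modified budding yeast, DeaD strain | Buffer or medium: Restrictive glucose medium | Also added: 1.5 mM nicotinamide | Doses: 10 µM single point, 0.25% DMSO | Schedule: 48 h compound exposure at 30 °C, humidified | Detection: Absorbance at 615 nm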
NPY Y2 blocker: NPY-Y2 receptor antagonists, primary screen, cell-based. NPY-Y2 expressing cells, antagonist mode. inhibition, % at 2.7 µM. Neuropeptide Y receptor type 2 (Homo sapiens), P49146. 140,000 compounds, 0.99% hits; in the data active = inhibition above about 17%;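 note: 0% = vehicle with agonist challenge and 100% = reference antagonist with challenge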
Target sequence (P49146 whole entry, looked up): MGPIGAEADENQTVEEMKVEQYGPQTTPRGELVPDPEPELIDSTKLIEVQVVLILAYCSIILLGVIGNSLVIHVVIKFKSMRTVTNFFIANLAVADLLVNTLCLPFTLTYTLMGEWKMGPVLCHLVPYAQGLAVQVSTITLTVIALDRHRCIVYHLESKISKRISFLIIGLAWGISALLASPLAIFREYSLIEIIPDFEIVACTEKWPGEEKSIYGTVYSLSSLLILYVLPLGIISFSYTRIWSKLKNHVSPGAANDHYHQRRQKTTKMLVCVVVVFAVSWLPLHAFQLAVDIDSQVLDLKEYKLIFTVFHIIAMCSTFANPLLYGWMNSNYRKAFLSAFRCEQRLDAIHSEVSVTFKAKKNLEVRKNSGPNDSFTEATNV
Measles CPE: compounds protecting cells from measles virus cytopathic effect, primary screen, measles RdRp inhibitor project, single point, MLSMR library, absorbance | Measles virus-infected cells, CPE protection | protection (pct of control), % at 4 µM | 140,000 compounds, 1.5% hits | AID 841, 2007; in the data active = protection mostly above about 24%, no sharp cut-off; inactive = mostly below about 26%; note: some compounds called inactive have numbers as strong as hits
MRP-1 activ: H69AR viability gain despite doxorubicin, primary screen, MRP-1 activator project, H69AR cells, CellTiter-Glo; viability rescue; viability increase, % at 10 µM; 140,000 compounds, 0.61% hits;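 active = viability gain under doxorubicin at or above a set limit, the compound median plus 3 SD, cut at about 4.7% in these data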;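 note: MRP-1 overexpressing cells given doxorubicin 25 µM after compound pretreatment; 18-22 h compound pretreatment then 72 h with doxorubicin before readout; 0% = doxorubicin-only wells and 100% = vehicle-treated cells without doxorubicin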
Phagocytosis inh: inhibitors of macrophage phagocytosis, primary screen, imaging, J774A.1 cells, IgG beads; J774A.1 macrophage IgG-bead phagocytosis; inhibition, % at 5 µM; 110,000 compounds, 0.07% hits; AID 1029, 2008;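 active = inhibition above the mean of the plate negative controls plus 5 SD, cut at about 13% in these data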;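 note: phagocytic index as fraction of beads internalized from green versus red external bead signal; plate controls were DMSO negative control for no effect and cytochalasin-D positive control for full effect; some results beyond the cut were filed as inactive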
HCT116 bCat-KO: primary screen for growth suppressors in beta-catenin knockout HCT116 cells (colon tumor, human). HCT116 beta-catenin knockout viability, CellTiter-Glo, 60 h; hits give low values. viability, % at 10 µM. 140,000 compounds, 1.5% hits. AID 818, 2007;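 active = viability at or under a set limit, the compound median less 4 SD, cut at about 6% in these data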;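 note: 0% = Hyamine 1622 control at 20 µM and 100% = untreated cell control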
E-sel TNF inh: E-selectin induction blockers in HUVEC – imaging, immunofluorescence, high content, primary screen | HUVEC TNFa-induced E-selectin immunofluorescence | inhibition, % at 2 µM | 120,000 compounds, 0.71% hits;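 active = inhibition above the batch mean plus 3 SD, and confirmed as a hit on visual image review, cut at about 43% in these data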;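 note: 0% = TNF-stimulated DMSO wells and 100% = unstimulated control wells; not every result past the cut was called active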
GALR2 blocker: GALR2 antagonists in receptor-expressing cells, primary screen | AID 828, 2007 | antagonist mode | 140,000 compounds, 0.39% hits | inhibition, % at 4 µM | Galanin receptor type 2 (Homo sapiens), O43603; in the data active = inhibition above about 27%;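 note: cells stimulated with galanin 1-16 at roughly its EC80; 0% = agonist challenge control and 100% = basal control without agonist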
Target sequence (O43603 whole entry, looked up): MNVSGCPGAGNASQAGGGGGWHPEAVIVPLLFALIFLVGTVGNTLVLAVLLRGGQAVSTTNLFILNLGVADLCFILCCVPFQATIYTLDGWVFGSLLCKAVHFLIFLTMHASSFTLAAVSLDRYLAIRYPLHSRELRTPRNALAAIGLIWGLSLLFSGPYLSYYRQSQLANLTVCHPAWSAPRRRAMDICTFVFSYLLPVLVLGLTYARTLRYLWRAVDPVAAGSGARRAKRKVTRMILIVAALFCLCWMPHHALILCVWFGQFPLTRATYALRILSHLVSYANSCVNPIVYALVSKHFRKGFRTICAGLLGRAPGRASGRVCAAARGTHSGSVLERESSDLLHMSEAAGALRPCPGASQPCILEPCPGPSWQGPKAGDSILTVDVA
BB579 growth dn: growth inhibitors of yeast BB579 in restrictive medium, primary screen, yeast lifespan-shortening project, S. cerevisiae | OD615, 48 h | inhibition, % at 10 µM | AID 804, 2007 | 140,000 compounds, 0.51% hits;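 active = inhibition above a set limit, 3 SD over the mean compound inhibition, cut at about 44% in these data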; note: inactives centre near -24
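Assay system: S. cerevisiae DeaD strain BB579 yeast. Medium: CSMM-D restrictive synthetic medium containing dextrose (glucose). Times: 4 h cell preincubation, 48 h compound exposure, 30 °C humidified. Signal: OD615 turbidity measurement. Benchmarks: positive control amphotericin B 10 µg/mL.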
* = called active by the depositor; . = not tested or not shown.

SMILES	PTEN del growth	Yeast lifespan up	NPY Y2 blocker	Measles CPE	MRP-1 activ	Phagocytosis inh	HCT116 bCat-KO	E-sel TNF inh	GALR2 blocker	BB579 growth dn
CCn1nnnc1SCC(=O)N1c2ccccc2Sc2ccccc21	82	.	1	28*	-3.5	.	82	-35	7	1
CCCCC(=O)NC(NC(=S)N1CCOCC1)C(Cl)(Cl)Cl (stereo not given)	101	-4	1	10	1.8	1	108	.	-11	-10
Cc1ccc(NS(C)(=O)=O)c(C(=O)c2ccccc2)c1	97	-4	3	20	-3.3	-1	92	8	-5	-6
CCc1c(C#N)c(N)nc(SCC(=O)OCc2ccccc2)c1C#N	95	-24	0	14	-1.8	0	96	-10	-6	-34
COc1ccc(S(=O)(=O)Nc2ccc3c(c2)OCCO3)cc1Cl	84	1	-1	10	-1.3	3	87	2	-15	-40
COc1cc2[nH]c(=S)n(NC(=O)c3ccccc3)c(=O)c2cc1OC	92	-10	2	4	-2.5	0	100	-20	-13	29
O=C(Cn1nnc2ccccc21)N/N=C\c1cccs1	94	-1	2	15	-0.7	-9	90	-12	7	-8
Cc1cc(C)n2nc(S(=O)(=O)NCCc3ccccc3)nc2n1	95	-4	3	13	-2.5	0	95	5	7	-15
Cc1cccc(/C=N/NC(=O)NC2CCCCC2)c1	85	-1	4	6	-1.4	0	87	.	-8	-16
CC1(C)CC(=O)C2=C(C1)N1C(=C(C#N)C2c2ccc(Cl)cc2)N=C(N)c2ccccc21 (stereo not given)	13	7	-3	7	-5.4	.	18	8	-5	-21
COc1ccc(S(=O)(=O)NCc2ccco2)cc1-c1nnc2c3ccccc3c(C)nn12	105	-10	7	9	-1.1	-1	90	17	-7	-36
O=C(OCc1ccc(Cl)c(Cl)c1)c1cnccn1	114	-10	3	3	0.6	0	98	7	-9	-40
CC(C)(C)c1ccc(-c2noc(CCC(=O)NCC3CCCO3)n2)cc1 (stereo not given)	60	-15	2	19	-0.1	-1	38	17	-6	21
O=C(Nc1ccc(-c2nc3ccccc3[nH]2)cc1)c1ccccc1NS(=O)(=O)c1ccc(F)cc1	90	4	5	3	-1.4	0	98	.	-10	-51
Nc1ccc(-n2nnnc2CN2CCOCC2)cc1	97	5	0	43*	0.9	-10	85	.	4	-49
S=C(NCc1ccc(Cl)cc1)NC12CC3CC(CC(C3)C1)C2	3.0*	-12	-3	4	-5.7	0	3.0*	-54	-8	50*
Cc1ccc(C)c(NC(=O)COC(=O)CC2c3ccccc3CCN2S(=O)(=O)c2ccc(F)cc2)c1 (stereo not given)	79	5	6	1	-0.5	3	83	1	-3	-56
O=C(NCn1cnccc1=O)c1ccccc1	96	-3	2	6	0.8	-1	90	-36	-6	8
CCc1nnc(NC(=O)Cn2c(=O)oc3ccccc32)s1	120	0	3	7	1.1	-1	93	27	-4	-45
O=C(Nc1ccc(Cl)cn1)c1cccc(F)c1	30	-25	1	4	-6.4	-2	20	.	10	-12
Cc1ccc(-c2nnnn2CS(=O)(=O)c2ccccc2)cc1	98	-14	1	6	-3.6	0	94	-10	0	-14
CCCCn1c(N)c(S(=O)(=O)c2ccc(C)cc2)c2nc3ccccc3nc21	29	3	-1	9	-4.7	-2	49	-27	-4	-21
CC(C)(C)NC(=O)CSc1nnc(-c2ccncc2)n1Cc1ccccc1	86	-7	1	9	-1.6	4	97	.	5	-8
Cn1c(=O)c(=O)n(C)c2cc(S(=O)(=O)N3CCN(C4CCCCC4)CC3)ccc21	84	-5	0	7	-3.1	1	78	.	15	11
COc1ccc(CCNc2oc(Cc3cccc4ccccc34)nc2C#N)cc1OC	51	-1	6	15	0.6	1	53	5	-1	-16
COc1ccccc1-c1nnc(NC(=O)c2ccc(S(=O)(=O)N(C)Cc3ccccc3)cc2)o1	18	-2	1	8	-3.9	.	22	-16	0	-25
Cc1ccc(O)c(-c2cc(C(F)(F)C(F)F)nc(-c3ccccc3)n2)c1	44	6	1	12	-2.6	.	43	-9	-6	-14
CCCCCNC(=O)CN(c1ccc2c(c1)OCO2)S(C)(=O)=O	93	6	2	7	-1.8	.	82	8	13	-17
Cc1c(C(=O)N2CCOCC2)[nH]c2ccc(OCc3ccccc3)cc12	89	-16	2	12	0.6	1	90	7	-11	-58
CCCOc1ccccc1Nc1nnc(C)c(=O)[nH]1	112	-7	2	5	-0.8	1	98	-6	0	-53
O=C(COC(=O)C1CC2C=CC1C2)Nc1ccc2c(c1)OC(F)(F)O2 (stereo not given)	102	-10	4	13	-0.1	.	90	14	-3	-7
CCOC(=O)c1ccc(NC(=O)NC2CC3CCC(C2)N3Cc2nnnn2Cc2ccco2)cc1 (stereo not given)	91	-9	-3	11	3.2	.	84	-6	-5	-16
CCOC(=O)N1CCN(C(=O)c2ccc(CS(=O)(=O)c3c(Cl)cccc3Cl)o2)CC1	138	-7	-1	0	-2.3	0	104	-16	-4	-15
O=C(/C=C/c1cn(CC(O)CN2CCCCC2)c2ccccc12)c1cccs1 (stereo not given)	5	0	3	7	-4.7	7	2.7*	.	9	-28
CC(/C=C1\SC(=S)N(NC(=O)c2cccc(O)c2)C1=O)=C\c1ccccc1	99	1	11	8	0.9	-7	91	13	5	-45
Cc1ccccc1N=C1SCC(=O)N1Cc1ccccc1	87	0	6	30	-1.1	-3	88	.	1	-12
C=C(C)C1CC=C(C)/C(=N/NC(=O)c2ccc(NC(=O)c3cccc(C)c3)cc2)C1 (stereo not given)	63	-11	-1	7	-1.0	.	60	-19	-4	-10
CC(C)C(=O)NC(Nc1ccc(S(N)(=O)=O)cc1)C(Cl)(Cl)Cl (stereo not given)	101	-2	-1	1	-1.3	-3	93	15	0	6
O=C(O)Cc1n[nH]c(=O)c2ccccc12	98	4	-1	12	-1.3	3	93	19	-2	-59
COC(=O)C1=C(C)N(Cc2ccc(C)cc2)C(=O)/C1=C\c1ccc(O)c(OC)c1	73	-23	4	5	-5.5	0	85	-29	3	-34
Cc1c(Cl)cccc1NC(=S)NCCCN(C)C	55	1	0	6	-3.7	-1	55	.	8	5
O=C1C2C3c4ccccc4C(Br)(c4ccccc43)C2C(=O)N1c1ccccc1O (stereo not given)	66	-1	-1	4	-2.5	-4	75	4	-10	-35
CCCCNC(=O)Nc1cc(C(=O)OC)ccc1Cl	102	-13	4	27	-0.1	0	102	9	-20	4
Cc1ccc(OCC(=O)N/N=C\c2c(C)[nH]n(-c3ccccc3)c2=O)c([N+](=O)[O-])c1	17	6	2	5	-0.1	-4	25	.	4	-6
O=C(CC12CC3CC(CC(C3)C1)C2)N1CCN(S(=O)(=O)c2cccs2)CC1	90	4	4	8	-2.2	-3	91	8	-4	-33
Cc1nnc(NC(=O)CSc2ccccn2)s1	99	-15	1	5	-0.2	.	104	-12	6	-5
N#C/C(=C\c1ccccc1Cl)C(=O)NC(=O)Oc1ccccc1	103	-2	5	6	-0.2	-1	97	-4	-3	-48
CCOc1ccccc1NC(=O)CSc1nnc(CNC(=O)COc2ccc(Cl)cc2)o1	88	1	0	6	1.9	-1	95	.	-6	-4
CC(C)(C)NCCCOc1ccc(Cl)cc1C(C)(C)C	41	1	2	5	-5.1	-2	40	1	-7	-22
CCOC(=O)C(C)Sc1nc2c([nH]c3ccccc32)c(=O)n1C (stereo not given)	62	.	5	2	-5.3	.	63	-15	4	-24
CCOC(=O)Cn1nnc2c(sc3nc4c(c(-c5ccccc5)c32)CCC4)c1=O	85	-9	4	14	-0.1	.	82	14	11	1
CC(C)(C)C(=O)Nc1nnc(SCc2ccc(F)cc2)s1	97	-12	3	5	-0.3	0	90	-5	4	-34
CC1=CCC2COC(c3ccc[n+](Cc4ccccc4)c3)C1C2 (stereo not given)	68	0	5	6	-0.9	-8	77	.	3	3
Cc1cccc(-n2c(=O)[nH]c3c(C(N)=O)nc(-c4ccccc4Cl)nc32)c1	1.5*	-3	-1	7	-4.6	2	1.8*	-10	-1	19
Cc1cccc(NC(=O)Cc2ccc(F)cc2)c1	99	-8	4	12	0.1	-2	104	6	6	-55
Cc1ccc(OCCn2cc(Br)c(=O)[nH]c2=O)cc1	88	6	2	12	-0.5	1	95	8	1	-48
CC(C)(C)NC(=O)C(=O)NNC(=O)c1ccc(C(C)(C)C)cc1	63	-3	2	17	-0.1	-4	62	.	6	-18
CCCC1=NN(c2ccc([N+](=O)[O-])cc2)C(=O)/C1=C\N(C)C	98	-7	1	32*	-2.5	-8	102	28	4	-32
CCCn1c(=O)c2c(C(F)(F)F)cc(-c3cccs3)nc2n(CCC)c1=O	98	4	5	5	0.0	1	90	.	3	-49
CC(C)(C)c1nc[nH]c(=O)c1Br	99	7	3	13	1.0	-1	97	.	4	-5
Next results follow:
SMILES	PTEN del growth	Yeast lifespan up	NPY Y2 blocker	Measles CPE	MRP-1 activ	Phagocytosis inh	HCT116 bCat-KO	E-sel TNF inh	GALR2 blocker	BB579 growth dn
CC(C)CNC(=O)c1cc([N+](=O)[O-])ccc1N1CCOCC1	90	4	6	12	-0.3	-1	89	4	9	-37
CCCCC(=O)Nc1ccc(N2CCN(S(C)(=O)=O)CC2)cc1	87	-3	2	19	-0.5	-4	94	-9	10	-18
COc1cc(OC)cc(C(=O)Nc2ccc(-n3cnnn3)c(C)c2)c1	78	-5	3	3	0.4	-1	82	1	13	-26
O=C(CN1C(=O)NC(Cc2ccccc2)C1=O)Nc1ccccc1 (stereo not given)	96	-9	5	7	-0.2	-1	96	-13	2	-16
Cc1nc2c(o1)CCc1ccccc1C2N1CCN(C)CC1 (stereo not given)	88	9	6	24	-1.1	-1	96	.	5	-30
CCS(=O)(=O)NCC(c1ccco1)N1CCN(c2ccccc2)CC1 (stereo not given)	91	0	2	3	-0.4	-1	89	70*	-1	-18
CCOC(=O)c1c(NC(=O)C(=O)N/N=C(\C)c2ccc(OC)cc2)sc2c1CCCCC2	100	1	2	17	0.8	-5	96	-12	-1	-34
OCCSc1nc(-c2ccccc2)nc2c1CCC2	88	-9	3	16	-2.1	-5	93	11	5	-9

Single records (already shown). Order of screens: PTEN del growth | Yeast lifespan up | NPY Y2 blocker | Measles CPE | MRP-1 activ | Phagocytosis inh | HCT116 bCat-KO | E-sel TNF inh | GALR2 blocker | BB579 growth dn
Profile of `CCS(=O)(=O)NCC(c1ccco1)N1CCN(c2ccccc2)CC1` (stereo not given) = 91 | 0 | 2 | 3 | -0.4 | -1 | 89 | 70* | -1 | -18
Profile of `COc1cc(OC)cc(C(=O)Nc2ccc(-n3cnnn3)c(C)c2)c1` = 78 | -5 | 3 | 3 | 0.4 | -1 | 82 | 1 | 13 | -26
